697 NFkB inh: lowers PMA/ionomycin-induced NF-kB signal in 697 B cells; 697 B-cell NF-kB luciferase reporter, 16 h; inhibition, % at 4 µM; hit rate 0.33% among 330,000; AID 435022; in the data active = inhibition above about 35%
UPR CHOP act: activators of apoptotic arm of unfolded protein response (CHOP) | CHO-CHOP luciferase reporter, UPR activation, luminescence; percent of tunicamycin response over DMSO baseline | activation, % at 10 µM | hit rate 0.34% among 330,000 | AID 449763;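 active = at 10 µM dose, activation of 40% or more, normalized to positive control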;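 note: 100% = tunicamycin at 10 µg/mL and 0% = DMSO alone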
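System: CHO CHOP reporter cells. Amount: 500 cells per well. Buffer or medium: F12 medium, 10% FBS. Compound dosing: one dose, 10 µM in 0.5% DMSO. Incubation: 6 h compound exposure at 37 °C after overnight seeding. Technique: Steady-Glo luciferase luminescence. Benchmarks: tunicamycin and DMSO controls.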
tim23-1 inh: tim23-1 yeast growth inhibition | S. cerevisiae tim23-1 growth, BacTiter-Glo luminescence, 24 h | inhibition, % at 20 µM | hit rate 1.3% among 330,000 | AID 463212;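 active = growth inhibition of the mutant yeast at or above 50%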;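 note: temperature-sensitive mutant grown at 25 °C; plate controls were DMSO-treated mutant yeast for no effect and medium wells lacking yeast for full effect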
tim10-1 inh: tim10-1 yeast growth inhibition; S. cerevisiae tim10-1 ts strain growth, BacTiter-Glo, 24 h; inhibition, % at 20 µM; hit rate 2.2% among 330,000;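 active = inhibition of at least 40%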;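 note: mutant grown at 25 °C; 0% = DMSO wells with yeast and 100% = wells holding no yeast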
Mdm2 MdmX PPI: human Mdm2/MdmX binding inhibition; AID 485346; hit rate 3% among 330,000; SaOS-2 split-luciferase Mdm2/MdmX complementation, luminescence; O15151+Q00987; inhibition, % at 8 µM;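 active = inhibition of at least 50% at 8 µM in the primary screen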
Target sequence (O15151 whole entry, looked up): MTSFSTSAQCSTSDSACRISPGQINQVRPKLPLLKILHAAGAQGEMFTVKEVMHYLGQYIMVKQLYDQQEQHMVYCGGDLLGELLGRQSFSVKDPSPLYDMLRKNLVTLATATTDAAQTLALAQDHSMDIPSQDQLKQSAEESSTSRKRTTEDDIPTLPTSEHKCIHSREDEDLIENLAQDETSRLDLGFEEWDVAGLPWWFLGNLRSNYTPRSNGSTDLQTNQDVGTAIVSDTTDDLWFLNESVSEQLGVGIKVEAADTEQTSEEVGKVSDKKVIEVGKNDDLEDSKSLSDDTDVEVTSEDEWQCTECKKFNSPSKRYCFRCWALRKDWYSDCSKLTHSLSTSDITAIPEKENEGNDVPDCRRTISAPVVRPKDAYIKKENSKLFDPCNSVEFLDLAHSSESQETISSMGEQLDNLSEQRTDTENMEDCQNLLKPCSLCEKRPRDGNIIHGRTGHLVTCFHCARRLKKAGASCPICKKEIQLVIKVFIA
Target sequence (Q00987 whole entry, looked up): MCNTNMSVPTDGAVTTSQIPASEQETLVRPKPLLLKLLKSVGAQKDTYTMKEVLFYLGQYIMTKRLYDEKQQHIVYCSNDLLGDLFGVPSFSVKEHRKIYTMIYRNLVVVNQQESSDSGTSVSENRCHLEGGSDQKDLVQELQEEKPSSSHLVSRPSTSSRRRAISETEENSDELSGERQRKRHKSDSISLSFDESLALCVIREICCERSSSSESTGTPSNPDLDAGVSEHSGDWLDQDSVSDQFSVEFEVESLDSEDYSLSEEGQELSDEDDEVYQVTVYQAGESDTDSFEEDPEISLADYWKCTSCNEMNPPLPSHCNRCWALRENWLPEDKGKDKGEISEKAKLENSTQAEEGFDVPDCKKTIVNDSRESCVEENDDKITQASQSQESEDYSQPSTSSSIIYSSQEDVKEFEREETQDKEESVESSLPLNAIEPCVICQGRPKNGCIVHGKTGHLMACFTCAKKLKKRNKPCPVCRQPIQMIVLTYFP
TIM10 inh: growth inhibitors of TIM10 yeast strain; S. cerevisiae TIM10 strain growth, BacTiter-Glo luminescence, 24 h; hit rate 1.4% among 330,000; AID 463195; inhibition, % at 10 µM;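 active = inhibition of 40% or more at the single tested concentration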;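 note: wild-type TIM10 isogenic control strain grown at permissive 25 °C; 0% = DMSO yeast wells and 100% = minimal medium wells without yeast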
XBP1 UPR activ: activators of adaptive arm of unfolded protein response (XBP1) | CHO-XBP1 luciferase reporter, IRE1-XBP1 UPR activation, luminescence; percent of tunicamycin response, DMSO as zero | hit rate 0.33% among 330,000 | AID 463104 | activation, % at 20 µM;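 active = versus positive control, 20 µM dose yields 30% or more activation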;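 note: 100% = tunicamycin at 10 µg/mL and 0% = DMSO only wells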
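assay system = CHO-XBP1 luciferase reporter cells | amount = 1000 cells/well | buffer or medium = F12 plus 10% FBS | compound dosing = single point, 20 µM final compound, 1% DMSO | incubation = 16-18 h cell attachment at 37 °C, then 6 h compound exposure | detection = Steady-Glo luminescence read | controls = tunicamycin 10 µg/mL and vehicle-only wells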
Jurkat NFkB inh: lowers PMA/ionomycin-induced NF-kB signal in Jurkat cells | hit rate 0.53% among 330,000 | PMA/ionomycin-induced NF-kB luciferase reporter, luminescence | inhibition, % at 4 µM; in the data active = inhibition above about 50%
An asterisk follows results filed as active.

SMILES | 697 NFkB inh | UPR CHOP act | tim23-1 inh | tim10-1 inh | Mdm2 MdmX PPI | TIM10 inh | XBP1 UPR activ | Jurkat NFkB inh
COC(=O)c1ccc(C2CC(=O)NC3=C2C(=O)CCC3)cc1 (stereo not drawn) | 10 | -1.4 | 13 | -1 | 18 | 4 | 0 | 3
CCc1ccccc1OCC(=O)N(CC)CC(=O)NCc1ccc(F)cc1 | -1 | 0.0 | 9 | 12 | 5 | 16 | 0 | 6
CCC(=O)N1N=C(c2ccc(Cl)cc2)CC1c1ccco1 (stereo not drawn) | 3 | 1.4 | 26 | -7 | 3 | 15 | 3 | 3
COc1cc(C(C)=O)ccc1OCc1cc(C(=O)N(C)CCC2CCCCO2)no1 (stereo not drawn) | -92 | 4.3 | -3 | -25 | -108 | 1 | -4 | -93
O=C(O)CCC(=O)c1cccc2ccccc12 | 7 | 0.3 | 14 | 4 | 0 | 18 | -1 | 4
O=C(COC(=O)Cc1ccc(F)cc1)NC1CCCCC1 | -8 | 6.8 | -5 | -8 | 25 | -7 | 0 | -21
COc1ccccc1/C=N/NC(=O)c1ccc(-c2ccccc2)cc1 | 13 | 0.6 | -9 | -3 | 17 | -15 | 0 | -2
CCN(CC)c1c([N+](=O)[O-])c(=O)n(C)c2ccccc12 | 8 | 1.2 | 20 | 2 | 12 | 0 | -3 | -5
CCC(CCC(=O)Nc1cccc(C(=O)O)c1)C(=O)O (stereo not drawn) | 15 | -0.5 | -1 | 18 | -23 | -6 | -3 | 29
CC(C)CCNC(=O)CN(CCN1CCOCC1)C(=O)Cn1nnc(-c2ccc(F)cc2)n1 | 14 | -1.6 | 2 | 6 | 10 | 13 | -3 | 9
Cc1cc(Oc2ccccc2)nc(-c2ccccc2O)n1 | 3 | -0.3 | 20 | 23 | -3 | 18 | 1 | -1
Nc1cc(-c2ccccc2)nn1Cc1ccc(Cl)cc1 | 1 | 1.1 | 50* | 30 | 11 | 15 | -1 | 18
O=C(Nc1cccnc1Cl)c1cccnc1Cl | 12 | -1.4 | 6 | 4 | -1 | 16 | 1 | 5
CCCc1nc(SCc2cccnc2)c2c(=O)n(C)c(=O)n(C)c2n1 | -9 | 2.7 | 35 | -11 | -5 | -19 | 4 | 18
N#CCCN(Cc1ccccc1)C(=O)c1nccnc1C(=O)O | 7 | -1.9 | 8 | -16 | 8 | 7 | -2 | 10
CC(C)C(OC(=O)c1ccc(Cl)nc1)C(=O)NC1CCCCC1 (stereo not drawn) | 31 | 0.9 | 3 | -6 | 16 | -27 | -3 | 2
CC1CCCN(C(=O)CN(C)S(=O)(=O)c2cccc3nsnc23)C1 (stereo not drawn) | 11 | 1.4 | 8 | -6 | 6 | 2 | -7 | 7
CC(NC(=O)c1ccc(Br)s1)C1CCCO1 (stereo not drawn) | 10 | 0.3 | 16 | 7 | -36 | -2 | -2 | -2
CC(CN1CCOCC1)OC(=O)/C=C/c1ccccc1 (stereo not drawn) | 0 | 1.7 | 21 | 17 | -11 | 7 | 0 | -22
CC1CCN(CC(=O)Nc2cc(C(F)(F)F)ccc2Cl)CC1 | -16 | 3.9 | 14 | 11 | 22 | -7 | 0 | 2
COc1ccc(OC)c(NC(=O)Cn2c(C)nc3ccccc3c2=O)c1 | 7 | 0.3 | 3 | 3 | 9 | -2 | 1 | 2
O=C(NCC(c1cccs1)N1CCOCC1)c1cc(S(=O)(=O)N2CCOCC2)ccc1F (stereo not drawn) | -2 | 0.6 | -7 | -16 | 15 | -10 | -1 | -6
Cc1ccc(-c2cc(C(F)F)n3ncc(C(=O)N4CCCc5ccccc54)c3n2)cc1 | 8 | 0.3 | 8 | 10 | 16 | 16 | 1 | -9
O=C(COC(=O)CNS(=O)(=O)/C=C/c1ccccc1)Nc1cccc2ccccc12 | -14 | -1.1 | -2 | 3 | -9 | 6 | -3 | -3
C=CCNCCOCCOc1ccc(C)cc1Br | -11 | 0.2 | 17 | -5 | -2 | 1 | -1 | -40
CCOc1ccc(OCC)c(S(=O)(=O)N2CCCCC2)c1 | -4 | -2.6 | 23 | 24 | 9 | 24 | 0 | -6
CCN(CC)S(=O)(=O)c1ccc(N2CCOCC2)c(NC(=O)c2cc(C)cc(C)c2)c1 | -24 | 0.4 | 19 | 30 | 34 | 4 | -2 | -11
COc1ccc(CNC(=O)CCNC(=O)c2ccc(C(C)(C)C)cc2)cc1OC | 5 | -0.8 | 9 | 10 | -1 | -1 | 6 | 12
CCOC(=O)N1CCN(c2ccncc2S(=O)(=O)N2CCCCC2)CC1 | 14 | -1.4 | -166 | -52 | 8 | -185 | -4 | 11
O=C(CN1CCN(Cc2ccccc2)CC1)N/N=C/c1c[nH]c2ccccc12 | 22 | 1.2 | 11 | 2 | 6 | -2 | 1 | 20

12 structures out of the list, sorted by formula weight, highest first:
SMILES | 697 NFkB inh | UPR CHOP act | tim23-1 inh | tim10-1 inh | Mdm2 MdmX PPI | TIM10 inh | XBP1 UPR activ | Jurkat NFkB inh
O=C(NCC(c1cccs1)N1CCOCC1)c1cc(S(=O)(=O)N2CCOCC2)ccc1F (stereo not drawn) | -2 | 0.6 | -7 | -16 | 15 | -10 | -1 | -6
CCN(CC)S(=O)(=O)c1ccc(N2CCOCC2)c(NC(=O)c2cc(C)cc(C)c2)c1 | -24 | 0.4 | 19 | 30 | 34 | 4 | -2 | -11
O=C(COC(=O)CNS(=O)(=O)/C=C/c1ccccc1)Nc1cccc2ccccc12 | -14 | -1.1 | -2 | 3 | -9 | 6 | -3 | -3
Cc1ccc(-c2cc(C(F)F)n3ncc(C(=O)N4CCCc5ccccc54)c3n2)cc1 | 8 | 0.3 | 8 | 10 | 16 | 16 | 1 | -9
COc1ccc(CNC(=O)CCNC(=O)c2ccc(C(C)(C)C)cc2)cc1OC | 5 | -0.8 | 9 | 10 | -1 | -1 | 6 | 12
CCOC(=O)N1CCN(c2ccncc2S(=O)(=O)N2CCCCC2)CC1 | 14 | -1.4 | -166 | -52 | 8 | -185 | -4 | 11
O=C(CN1CCN(Cc2ccccc2)CC1)N/N=C/c1c[nH]c2ccccc12 | 22 | 1.2 | 11 | 2 | 6 | -2 | 1 | 20
COc1ccc(OC)c(NC(=O)Cn2c(C)nc3ccccc3c2=O)c1 | 7 | 0.3 | 3 | 3 | 9 | -2 | 1 | 2
CC(C)C(OC(=O)c1ccc(Cl)nc1)C(=O)NC1CCCCC1 (stereo not drawn) | 31 | 0.9 | 3 | -6 | 16 | -27 | -3 | 2
C=CCNCCOCCOc1ccc(C)cc1Br | -11 | 0.2 | 17 | -5 | -2 | 1 | -1 | -40
CCOc1ccc(OCC)c(S(=O)(=O)N2CCCCC2)c1 | -4 | -2.6 | 23 | 24 | 9 | 24 | 0 | -6
CC(NC(=O)c1ccc(Br)s1)C1CCCO1 (stereo not drawn) | 10 | 0.3 | 16 | 7 | -36 | -2 | -2 | -2

(listing goes on)
SMILES | 697 NFkB inh | UPR CHOP act | tim23-1 inh | tim10-1 inh | Mdm2 MdmX PPI | TIM10 inh | XBP1 UPR activ | Jurkat NFkB inh
CC(=O)N1c2ccc(S(=O)(=O)N3CCCCC3)cc2CC1C(=O)NCc1ccccc1C (stereo not drawn) | -3 | -0.8 | -1 | 3 | -11 | 5 | 0 | -2
CCOCCCNC(=O)C1CCCCN1S(=O)(=O)c1ccc(F)cc1 (stereo not drawn) | 5 | -1.0 | 8 | 17 | 12 | -12 | -1 | -10
Nc1nc(NCCc2ccccc2)nc(NCc2ccccc2)c1[N+](=O)[O-] | -37 | 0.9 | 23 | 24 | 8 | -16 | 16 | 18
c1cnc2c(SCc3ccc(-c4nnco4)cc3)cccc2c1 | -36 | 9.0 | 40 | 15 | 12 | -15 | 6 | -37
C=CCN1C(=O)c2ccc(C(=O)N(C)CC(=O)Nc3ccc(Br)cc3C)cc2C1=O | 12 | 0.4 | 24 | 17 | 10 | 6 | -4 | 5
O=C(COC(=O)c1ccc([N+](=O)[O-])o1)NCc1ccc2c(c1)OCO2 | -1 | 0.4 | -17 | -197 | 4 | -153 | -1 | -7
CC1=CC2=NC(=O)CC(C)(C(=O)N(CC(=O)NC3CCCC3)c3ccccc3C)N2C=C1 (stereo not drawn) | 14 | -2.0 | 10 | 0 | 27 | -20 | -2 | 1
COc1ccc(S(=O)(=O)N2CCC(NC(=O)OCc3c(Cl)cccc3Cl)CC2)cc1 | -7 | -0.9 | 3 | 3 | -12 | 5 | 6 | 13
CC(=O)CC(=O)Nc1ccn(-c2ccccc2)n1 | 3 | -0.6 | 16 | 9 | -3 | 5 | -5 | -4
CCc1csc(CCNC(=O)C2CCC(=O)N(Cc3cccc(C(F)(F)F)c3)C2)n1 (stereo not drawn) | 17 | -1.1 | -7 | -2 | 8 | 0 | -1 | 7
Cc1ccc(N(C)S(=O)(=O)c2ccc(-c3cnc(C4CC4)o3)cc2)cc1 | -4 | 1.5 | 23 | 30 | 61* | 5 | 8 | 52*
Cc1ccc2oc(C(=O)NCc3ccccc3)cc(=O)c2c1 | -12 | -0.8 | 2 | 37 | -6 | 6 | -2 | -3
CC(NC(=O)c1noc2c1CCCC2)c1ccccc1 (stereo not drawn) | 4 | -0.4 | 5 | 2 | 15 | 7 | -2 | 13
CCn1cc(/C=N/NC(=O)c2ccc(C#N)cc2F)c2ccccc21 | 12 | 1.0 | 30 | 39 | -19 | 23 | 4 | -18
CCOC(=O)c1cc(CNC(=O)c2c(C)oc3c2CCCC3)c(C)o1 | 17 | 0.9 | 18 | 23 | 5 | 10 | 2 | -4
CC1CN(Cc2nc3c(c(=O)n(C)c(=O)n3C)n2CC(=O)c2ccccc2)CC(C)O1 (stereo not drawn) | 2 | -1.0 | 0 | 3 | 14 | -2 | 2 | 0
CCN(C(=O)CSC1=Nc2ccccc2C2CC=NN12)C1CCS(=O)(=O)C1 (stereo not drawn) | -29 | -0.4 | 3 | 2 | 11 | -2 | 0 | -4
COc1ccc2cc(CCNC(=O)c3ccc(S(=O)(=O)N4CCCC4)cc3)c(=O)[nH]c2c1 | 17 | 0.9 | -3 | 0 | 13 | 4 | -3 | -12
COc1cc(CC(=O)OCC(=O)N(C)C2CCCCC2)cc(OC)c1OC | 13 | 0.6 | 15 | 20 | -3 | 7 | 4 | 8
Cc1ccc(NC(=O)C2CC=CCC2C(=O)N2CCCCC2)cc1 (stereo not drawn) | 9 | -1.0 | 22 | 2 | 7 | 5 | -3 | 15
O=C(Cn1cnc2ccccc2c1=O)N1CCN(c2ccccc2)CC1 | 18 | -0.2 | -7 | -9 | 1 | 7 | 0 | 9
N#CC1=C(N)Oc2cc(N)ccc2C1c1ccc(Cl)cc1 (stereo not drawn) | -9 | 3.8 | 0 | -10 | 3 | -6 | -1 | -14
CCc1ccc(NC(=O)C(C)Nc2ccc(S(=O)(=O)NC(C)=O)cc2)cc1 (stereo not drawn) | 4 | -1.0 | 5 | 6 | 2 | -20 | -4 | -3
Cc1nnc(NC(=O)CSc2ccc(-c3cccnc3)nn2)s1 | 12 | -0.5 | 1 | -4 | 5 | -26 | -1 | -4
CC(C)CCn1cnc2c1c(=O)n(CC(=O)NC(N)=O)c(=O)n2Cc1ccccc1 | 5 | 1.7 | 0 | -5 | -6 | 3 | -4 | -4
O=C(Nc1nccs1)c1c(O)c2cccc3c2n(c1=O)CCC3 | -14 | 13 | 2 | -45 | 49 | 25 | 3 | 0

Entries from the list above that contain a thiophene ring, fused or not:
SMILES | 697 NFkB inh | UPR CHOP act | tim23-1 inh | tim10-1 inh | Mdm2 MdmX PPI | TIM10 inh | XBP1 UPR activ | Jurkat NFkB inh
CC(NC(=O)c1ccc(Br)s1)C1CCCO1 (stereo not drawn) | 10 | 0.3 | 16 | 7 | -36 | -2 | -2 | -2
O=C(NCC(c1cccs1)N1CCOCC1)c1cc(S(=O)(=O)N2CCOCC2)ccc1F (stereo not drawn) | -2 | 0.6 | -7 | -16 | 15 | -10 | -1 | -6

Assay outcomes from PubChem.
